High-throughput results deposited in PubChem BioAssay by National Center for Advancing Translational Sciences (NCATS).
Pol kappa inh = qHTS for Inhibitors of Polymerase Kappa | DNA polymerase kappa (Homo sapiens), Q9UBT6 | purified Pol kappa, fluorescent DNA synthesis assay, 10 min | Potency, µM (top dose mostly 107 µM), for inactives: at the top dose activity, negative = inhibition, usual class: inhibitors | 0.53% of 400,000 active; further: potency means the concentration at half of the fitted maximal effect; on the % scale 0 is the no-effect control and ±100 the full control effect
Target sequence (Q9UBT6 whole entry, looked up): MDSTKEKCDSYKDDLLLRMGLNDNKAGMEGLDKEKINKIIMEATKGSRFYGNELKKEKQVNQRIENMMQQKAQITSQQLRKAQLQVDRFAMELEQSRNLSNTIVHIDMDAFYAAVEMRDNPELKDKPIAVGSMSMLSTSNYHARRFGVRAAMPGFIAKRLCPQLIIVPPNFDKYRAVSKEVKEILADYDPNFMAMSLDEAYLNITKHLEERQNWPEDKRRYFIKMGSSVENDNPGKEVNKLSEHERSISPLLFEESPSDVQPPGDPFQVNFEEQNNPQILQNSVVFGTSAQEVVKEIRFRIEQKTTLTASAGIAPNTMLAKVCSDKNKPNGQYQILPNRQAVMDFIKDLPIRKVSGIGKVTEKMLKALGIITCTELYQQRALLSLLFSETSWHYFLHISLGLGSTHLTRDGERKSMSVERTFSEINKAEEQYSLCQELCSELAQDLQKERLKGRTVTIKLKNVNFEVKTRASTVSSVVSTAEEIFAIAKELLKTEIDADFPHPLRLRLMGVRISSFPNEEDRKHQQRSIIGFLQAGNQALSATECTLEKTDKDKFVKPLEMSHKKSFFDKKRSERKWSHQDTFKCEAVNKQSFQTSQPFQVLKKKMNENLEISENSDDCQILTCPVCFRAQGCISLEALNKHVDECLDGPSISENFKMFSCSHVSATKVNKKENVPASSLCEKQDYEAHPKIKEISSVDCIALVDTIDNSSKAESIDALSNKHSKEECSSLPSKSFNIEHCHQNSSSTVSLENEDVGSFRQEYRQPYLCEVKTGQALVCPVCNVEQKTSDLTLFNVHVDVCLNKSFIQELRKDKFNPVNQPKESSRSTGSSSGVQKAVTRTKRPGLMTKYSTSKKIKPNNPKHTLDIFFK
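Enzyme at 10 nM met test compounds for 15 min at room temperature. Substrate addition (50 nM final) began the reaction, which was monitored by fluorescence at 0 and 10 min.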
ERG Ets-DNA blk = qHTS for Small Molecule Inhibitors of the ERG Ets/DNA interaction; Transcriptional regulator ERG (Homo sapiens), P11308; fluorescence polarization, His-ERG Ets domain / labelled DNA; Potency, µM (highest dose often 76.9 µM), for the others: at the top dose FP activity, negative = inhibition, usual class: inhibitors; 0.028% of 370,000 active; active means well fitted inhibition curve with a large enough effect in the polarisation, with a control signal flat; inconclusive means small, poorly fitted or top-dose-only effect, or effect the other way, or a change in a side signal; inactive means no such curve, though single readings can be large or run the other way; the % refers to the polarisation;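 further: polarization taken with two DNA probes labelled with fluorescein and Texas red; potency means the concentration at half of the fitted maximal effect; % of control where 0% means no effect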
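His-tagged ERG Ets domain (1 uM in the protein solution; 300mM KCl, 50mM Tris-HCl, 1mM EDTA, 1mM DTT, pH 7.5) received compound, then a probe mix of 5 nM fluorescein-DNA and 100nM Texas-615-DNA. Fluorescence polarization was read for both dyes.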
Pol beta inh = qHTS Assay for Inhibitors of DNA Polymerase Beta; Pol beta primer extension/strand displacement, fluorescence kinetic; 1.3% of 340,000 active; P06746; Potency, µM (highest dose often 114 µM), without a hit: top-dose activity change, negative = inhibition, usual class: inhibitors; further: potency means the concentration at half of the fitted maximal effect; on the % scale 0 is the no-effect control and ±100 the full control effect
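Kinetic readout of DNA synthesis with strand displacement by Pol beta. Compound and 10 nM enzyme sit 15 min at room temperature; 50 nM substrate starts the reaction, read immediately and at 10 min.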
APEX1 inh = qHTS Assay for Inhibitors of the Human Apurinic/apyrimidinic Endonuclease 1 (APE1); 0.35% of 350,000 active; Potency, µM (doses to about 65.8 µM), for inactives: at the highest dose activity change, negative = inhibition, most hits filed as inhibitors; DNA repair nuclease/redox regulator APEX1 (Homo sapiens), P27695; AID 2517, 2012; recombinant APE1, TAMRA/BHQ-2 abasic DNA cleavage fluorescence;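 further: potency means the concentration at half of the fitted maximal effect; plate controls were vehicle for no effect and reference inhibitor for full effect; nearly all actives have a fitted effect of over 55% in size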
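Readout is kinetic fluorescence (ex 525, em 598 nm) from cleavage of 50 nM TAMRA/BHQ-2 THF abasic duplex by 0.75 nM APE1, compound added 15 min beforehand at RT.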
12-LOX inh = Primary qHTS assay for inhibitors of human arachidonate 12S-lipoxygenase (ALOX12): Round 2 | Potency, µM (top dose mostly 108 µM), for inactives: at the highest dose activity change, negative = inhibition, hits mostly inhibitors | 1.1% of 580,000 active | Polyunsaturated fatty acid lipoxygenase ALOX12 (Homo sapiens), P18054 | purified 12hLO, xylenol orange hydroperoxide absorbance | AID 1671190, 2021; further: potency means the concentration at half of the fitted maximal effect; on the % scale 0 is the no-effect control and ±100 the full control effect
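Purified human 12hLO (150 nM final) in 25 mM Hepes, 0.01% Triton X-100, pH 7.0 was preincubated 15 min at room temperature with compound. Then 40 uM arachidonic acid was added, 30 min. Hydroperoxide was read by Fe-XO absorbance ratio 573/405 nm.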
RGS4 inh = Inhibitors of Regulator of G Protein Signaling (RGS) 4: qHTS | Regulator of G-protein signaling 4 (Homo sapiens), P49798 | Transcreener GDP fluorescence polarization, RGS4-accelerated GTP hydrolysis | Potency, µM (doses to about 114 µM), for the others: at the highest dose activity change, negative = inhibition, most hits filed as inhibitors | 0.039% of 390,000 active | AID 504845, 2011; further: potency means the concentration at half of the fitted maximal effect; on the % scale 0 is the no-effect control and ±100 the full control effect; nearly all actives have a fitted effect of over 75% in size; some results filed as inactive show a strong effect at the top dose
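MLSMR compounds (23 nl, pin-transferred) preincubated 10 min at room temperature with a 500nM (2x) first reagent, then RGS4 at 900nM (2x) plus Transcreener GDP mix added; fluorescence polarization (620/688 nm) read before and after 90 min at 30 °C.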
POLH inh = qHTS for Inhibitors of Polymerase Eta; DNA polymerase eta (Homo sapiens), Q9Y253; recombinant Pol eta, fluorescent DNA replication assay; Potency, µM (highest dose often 114 µM), inactives show top-dose activity change, negative = inhibition, actives largely listed as inhibitors; 1.2% of 390,000 active; AID 588591, 2011; further: potency means the concentration at half of the fitted maximal effect; on the % scale 0 is the no-effect control and ±100 the full control effect
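Pol eta at 10 nM preincubated with compounds 15 min at room temperature; reaction started with fluorescent substrate (50 nM final) and read kinetically at 0 and 10 min.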
Anesthetic bind = qHTS Assay for Identification of Novel General Anesthetics; Potency, µM (doses to about 77.5 µM), for inactives: at the highest dose activity change, negative = displacement, most hits filed as inhibitors; apoferritin/1-aminoanthracene competitive binding, fluorescence; 0.074% of 350,000 active; Ferritin light chain (Equus caballus), P02791; further: potency means the concentration at half of the fitted maximal effect; on the % scale 0 is the no-effect control and ±100 the full control effect; nearly all actives have a fitted effect of over 20% in size
Target sequence (P02791 2-175 limits assumed): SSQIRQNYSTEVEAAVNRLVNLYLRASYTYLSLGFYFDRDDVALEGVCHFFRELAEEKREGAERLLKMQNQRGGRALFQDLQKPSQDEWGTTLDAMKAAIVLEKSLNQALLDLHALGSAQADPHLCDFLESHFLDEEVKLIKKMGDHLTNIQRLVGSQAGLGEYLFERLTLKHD
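Horse-spleen apoferritin (10 uM) in 50% saturated 1-aminoanthracene in PBS was incubated 10 min at room temperature with compound. Fluorescence (ex 380, em 535 nm) was normalized to free and bound 1-AMA, with concentration-response fitted by a four-parameter Hill equation.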
LDHA block = qHTS assay for inhibitors of human lactate dehydrogenase; 0.15% of 480,000 active; purified LDHA, NADH/diaphorase-resazurin fluorescence; stronger effect = lower value; activity change, % (values are at about 110 or 230 µM); in the data active means activity change below about -30%; inconclusive means mostly about -25% to -30%;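 further: plate controls were DMSO wells for no effect and wells without enzyme for full effect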
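Resorufin fluorescence (ex540/em590), read at 0 and 20 min after diaphorase/resazurin addition, reports the NADH left after a 5 min room-temperature reaction of 2 nM human LDH5 with 0.06 mM NADH and 0.2 mM pyruvate.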
An asterisk follows results filed as active; i = inactive; ? = inconclusive; . = no result given; & = joins results of further samples; [ ] = dose if it differs, or a comment. Unless noted, the call rests on the fitted dose curve; in most records, active means well fitted curve in the direction sought with a large enough effect; inconclusive means small, poorly fitted or top-dose-only effect, or another doubt; inactive means no such curve, though single readings can be large; an effect the other way counts as inactive or inconclusive.

#	smiles	Pol kappa inh	ERG Ets-DNA blk	Pol beta inh	APEX1 inh	12-LOX inh	RGS4 inh	POLH inh	Anesthetic bind	LDHA block
1	O=C(c1ccco1)c1cn(Cc2ccccc2Cl)c2ccccc12	-9%	0%	-3%	-10%	12%	-4%	-14%	?	1
2	CC(=Nc1c(C)n(C)n(-c2ccccc2)c1=O)c1c(O)n(Cc2ccccc2)c(=O)[nH]c1=O	-17%	12%	15%	6%	0%	16%	4%	-13%	-5
3	CCCC(C)C1(CC)C(=O)NC(=Nc2ccccc2)NC1=O (stereo not given)	-5%	-5%	14%	2%	-25%	-12%	-9%	-2%	-13
4	OC1(c2ccc(F)cc2)CC2CCC(C1)N2Cc1nnnn1C1CCCC1 (stereo not given)	-5%	3%	45%	-2%	4%[57.4 µM]	-11%	-16%	-11%	-3
5	O=C1CCCC2=C1C(c1cccnc1)Nc1ccccc1N2 (stereo not given)	-4%	-6%	16%	?	23%	9%	-10%	-8%	6
6	Cc1cc(O)c(CN2CC=C(c3ccccc3)CC2)cc1C(C)C	-7%	17%	41%	-8%	-10%	2%	-1%	3%	-2
7	CN(C)CCN(CC1CCCN(Cc2ccccc2F)C1)C(=O)Cc1ccc(F)c(F)c1 (stereo not given)	-6%	12%	6%	11%	0%	22%	-16%	-6%	-1
8	O=C(/C=C/C=C/c1ccccc1)CC1(O)C(=O)Nc2ccccc21 (stereo not given)	-1%	-10%	1%	-2%	-12%	-7%	-1%	?	-9
9	CCN1C[C@]2(C)CCC(OC)[C@@]34C5C[C@@H]6CC[C@@](O)(C5C(=O)O6)[C@@H](C(O)C23)[C@@H]14 (stereo not given in full)	-3%[60.1 µM]	.	.	-7%	-20%	.	.	2%	.
10	Cc1ccccc1OCCN=Cc1c(O)n(C)c(=O)n(C)c1=O	0%	-6%	0%	0%	-9%	-9%	0%	6%	-5
11	O=C(Cc1ccc(N(CCCl)CCCl)cc1)NC(Cc1ccc(Cl)cc1)C(=O)O (stereo not given)	3%	-3%	23%	33%	-33%	-18%	2%	1%	4
12	COc1ccc(C(O)c2cc(OC)ccc2OP(=O)(N(C)C)N(C)C)cc1 (stereo not given)	-17%	0%	-14%	2%	1%	-25%	-10%	1%	2
13	Nc1ccccc1C(=O)OCC(=O)N1CCc2ccccc21	-4%	-5%	-1%	-1%	-22%	26%	-4%	9%	-6
14	COC(=O)C1=C(c2ccc(F)cc2OCc2ccccc2)C[C@@H]2CC[C@H]1N2C(=O)NCc1ccc(Cl)cc1	-11%	7%	.	-8%	-3%	4%	-18%	.	-12
15	COC(=O)C1=C(c2ccc(OC)c(OC)c2)C[C@@H]2CC[C@H]1N2C(=O)N1CCC(O)CC1	7%	-10%	.	13%	20%	-28%	-15%	.	0
16	C=C1C(=O)OC2C1CCC(C)C1(O)C=CC(=O)C21C (stereo not given)	11%	-4%	.	.	7%	-15%	-9%	.	4
17	CCOC(=O)c1c(C)n(Cc2ccco2)c2ccc(OC)cc12	-6%	6%	-10%	-5%	-28%	-42%	-11%	3%	-1
18	COP(=O)(OC)C1(Nc2ccc(C)cc2)CCCCC1	-12%	-1%	3%	6%	?	-15%	-2%	-9%	5
19	CN1CCN(c2nc3ccccc3c(=O)n2-c2ccccc2)CC1	8%	-19%	-9%	-2%	13%[57.4 µM]	7%	-12%	4%	-3
20	COc1ccc(C(C)=O)cc1CC(C(=O)c1ccccc1)N(C)C (stereo not given)	-18%	-18%	-1%	0%	17%	-12%	-21%	-14%	-5
21	N[C@H](CCCCCP(=O)(O)O)C(=O)O	-4%&-2%[19.4 µM]	.	7%[57.1 µM]	-2%&-8%&-2%	?	i	-9%[57.1 µM]	.	.
22	CN1C(=O)NC(=O)/C(=C\C=C\c2ccccc2[N+](=O)[O-])C1=O	-11%	11%	-1%	5%	?	?	?	-14%	1
23	c1ccc2c3c(ccc2c1)OCC1CONC31 (stereo not given)	-11%	-1%	106%	-3%	-1%	0%	-13%	?	-4
24	CC1=CC(C)C(COC(N)=O)(COC(N)=O)C(C)C1 (stereo not given)	-14%	1%	-14%	3%	28%	-30%	-7%	-20%	2
25	COc1cccc(C(=O)C2CCCN(C3CCOCC3)C2)c1 (stereo not given)	-3%	-1%	25%	5%	-6%	4%	-6%	-8%	-6
26	Cc1ccccc1CN1CCN(Cc2ccccc2)CC1	-13%	4%	-3%	17%	-2%	-3%	-8%	-4%	4
27	COC(=O)[C@@H](c1ccccc1)C1CCCCN1 (stereo not given in full)	-42%	-8%	.	50%[activator]	-9%	15%	-9%	.	-3
28	C=CCCC1(CC)C(=O)NC(=S)NC1=O	1%	-5%	.	.	?	-7%	-20%	.	-3
29	Cc1nn(-c2ccccc2)c2c1CC1(C(=O)N(C)C(=O)N(C)C1=O)C1CCCCN21 (stereo not given)	-13%	-1%	0%	28%	0%[57.4 µM]	-32%	-7%	1%	-5
30	CCCC12CN3CC(CCC)(CN(C1)C3c1ccccn1)C2=O (stereo not given)	5%&-2%	-4%&-3%	-9%&3%	1%	7%&-4%	-6%&-3%	-9%&-5%	-6%&0%	2&2
31	COc1cc2c3c(c1OC)-c1cc(O)ccc1CC3NCC2 (stereo not given)	-12%	5%	-24%	-3%	-6%&15%	22%	-4%	1%	1
32	O=c1[nH]c(O)c(/C=C2\C=Nc3ccc(OCc4ccccc4)cc32)c(=O)[nH]1	-17%	-3%	-6%	31%	-15%	-44%[56.9 µM]	-5%	-22%	-15
33	c1ccc2c(c1)CC1CNCc3cccc(c31)S2 (stereo not given)	-8%	.	0%	2%	-4%	-19%	-6%	-11%	-4
34	Cc1cc(C)c2c(c1)NP(=S)(c1ccccc1)N2 (stereo not given)	-8%	-3%	.	.	?	?	-16%	.	6
35	Cc1cc(/C=C2/C(=O)NC(=O)N(Cc3ccco3)C2=O)c(C)n1-c1ccc(C(=O)O)cc1	50µM*	21%	18µM*	?	?	-27%	18µM*	-14%	1
36	O=C(c1ccccc1[N+](=O)[O-])N1CCC2(CC1)OCCO2	-1%	-2%	-13%	-4%	7%	-4%	8%	-16%	-5
37	CNC(=S)N(C)CCc1cc2c(c(OC)c1/C=C1/C(=O)NC(=O)N(C)C1=O)OCO2	1%	6%	8%	4%	?	-20%	10%	-5%	1
38	Cc1cc(C)c(C)c(C(O)(C(=O)O)c2ccccc2)c1C (stereo not given)	-10%	6%	.	.	-21%	-13%	-16%	.	-10
39	CC(O)(CS(=O)(=O)c1ccc(F)cc1)C(=O)Nc1ccc(C#N)c(C(F)(F)F)c1 (stereo not given)	-2%[60.1 µM]	.	-11%	3%	?	-23%[56.9 µM]	.	-8%	.
40	O=C(Nc1ccccc1-c1ccc(Cl)cc1)c1cccnc1Cl	13%[60.1 µM]	.	.	?	-13%[57.4 µM]	.	.	-5%	.
41	CC(C)CC(N(C)C)C1(c2ccc(Cl)cc2)CCC1 (stereo not given)	-2%	-19%&1%	.	5%&28%&-5%&2%	?	29%&22%	1%&-2%	-20%&2%	2&0
42	O=C(COC(=O)c1cccc(NC(=O)c2ccc(Br)cc2)c1)c1ccc(Br)cc1	-6%	-3%	?	.	4%	0%	-12%	?	-11
43	Cc1ccn2nc(S(=O)(=O)Nc3c(F)cccc3F)nc2n1	-7%	0%	19%	-6%	-2%	-33%	-2%	-7%	2
44	COCCCn1c(N)c(C(=O)OC(C)COC)c2nc3ccccc3nc21 (stereo not given)	3%	5%	18%	-1%	0%	0%	-15%	.	1
45	CCCCn1c(=O)c(C(=O)Nc2cnccn2)c(O)c2ccccc21	4%	-12%	0%	-6%	49%[activator]	2%	10%	-2%	-3
46	CC1CN1P(=O)(Oc1ccc2ccccc2c1)N1CC1C (stereo not given)	0%	4%	.	.	-8%	-17%	-15%	.	5
47	CN(C)Cc1ccccc1OC(=O)N(C)C	0%	-2%	2%	2%	5%	-25%	5%	0%	-5
48	O=C(CNC(=O)c1ccc(Br)cc1)Nc1ccc(Br)cc1C(=O)c1ccccc1	-1%	2%	?	-2%	-12%	-17%	-9%	3%	0
49	Cc1ccc(S(=O)(=O)N(C)CCCC(=O)N2CCN(c3ccccn3)CC2)cc1	-10%	0%	29%	-2%	-26%	14%	2%	-13%	-7

Whole records, looked up by structure.
`CCCCn1c(=O)c(C(=O)Nc2cnccn2)c(O)c2ccccc21` is entered as Pol kappa inh: 4%; ERG Ets-DNA blk: -12%; Pol beta inh: 0%; APEX1 inh: -6%; 12-LOX inh: 49%[activator]; RGS4 inh: 2%; POLH inh: 10%; Anesthetic bind: -2%; LDHA block: -3
`CC(C)CC(N(C)C)C1(c2ccc(Cl)cc2)CCC1` (stereo not given) is entered as Pol kappa inh: -2%; ERG Ets-DNA blk: -19%&1%; Pol beta inh: .; APEX1 inh: 5%&28%&-5%&2%; 12-LOX inh: ?; RGS4 inh: 29%&22%; POLH inh: 1%&-2%; Anesthetic bind: -20%&2%; LDHA block: 2&0

A portion of the library (hit frequency here may not be typical).
